VIM-2 inhibitor – VIM-2 metallo-beta-lactamase inhibitors, primary screen, biochemical, epi-absorbance readout, Pseudomonas aeruginosa enzyme. purified VIM-2, nitrocefin hydrolysis, epi-absorbance fluorescence. inhibition, % at 5.6 µM. actives 0.89% (n = 290,000). AID 1527, 2009;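 active = inhibition above the mean of all tested compounds plus 3 SD, cutoff set per screening run, cut at about 7.5% in these data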;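 also: red hydrolysis product quenches plate fluorescence so inhibitors raise well fluorescence; 0% = enzyme with DMSO and 100% = DMSO without enzyme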
NS3 helicase inh – inhibitors of HCV NS3 helicase, primary screen, biochemical, Cy5 molecular beacon fluorescence; Hepatitis C virus NS3 helicase; NS3 helicase DNA unwinding; inhibition, % at 10.9 µM; actives 0.56% (n = 290,000);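 active = inhibition above the mean of all tested compounds plus 3 SD, set per campaign, cut at about 35% in these data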;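 also: 0% = DMSO wells and 100% = thioflavine S control wells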
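System: HCV NS3 helicase fragment; control set: DMSO and thioflavine S; technique: Cy5 fluorescence at 0 and 60 min, beacon hairpin quenching; reagent: beacon DNA duplex substrate plus ATP; replicates: singlicate; schedule: 1 h reaction at 25 °C, ATP-initiated; medium: MOPS buffer pH 6.5 with MgCl2, DTT, Tween20, BSA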
IMP-1 inhibitor – IMP-1 metallo-beta-lactamase inhibitors, primary screen, biochemical, epi-absorbance readout, Pseudomonas aeruginosa enzyme | metallo-beta-lactamase IMP-1 (Pseudomonas aeruginosa) | purified IMP-1, nitrocefin hydrolysis, epi-absorbance fluorescence | inhibition, % at 5.6 µM | actives 0.45% (n = 290,000);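 active = inhibition above the mean plus 3 SD of all compounds in the same screening run, cut at about 4.5% in these data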;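 also: 0% = IMP-1 with DMSO and 100% = DMSO wells lacking enzyme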
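System: Purified recombinant IMP-1 metallo-beta-lactamase enzyme | Measured by: Fluorescence quenching readout, ex 480/em 530 nm | Replication: Singlicate | Incubation: 15 min preincubation plus 25 min reaction at 25 °C | Evaluation: Percent inhibition from optical density relative to buffer-blank wells | Benchmarks: DMSO with and without IMP-1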
MEKK2mut PB1 HTS – MEK5 binding signal on mutant MEKK2 PB1, primary screen, biochemical, multiplex bead flow cytometry, Alexa488-MEK5; AID 1530, 2009; percent response, % at 10 µM; actives 0.35% (n = 290,000); Alexa488-MEK5 binding to MEKK2 mutant; in the data active = percent response above about 24%, passing the limit was not always enough; also: inactives centre near 1; some results filed as inactive read as strong as hits
PfM18AAP inh – PfM18AAP inhibitors, malaria aminopeptidase, primary screen, biochemical, QFRET, recombinant enzyme; inhibition, % at 7.35 µM; H-Glu-NHMec fluorogenic cleavage; actives 1.2% (n = 290,000); M18 aspartyl aminopeptidase (Plasmodium falciparum 3D7);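 active = inhibition above the campaign mean inhibition over all tested compounds plus 3 SD, cut at about 28% in these data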;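 also: 0% = plate median of test compound wells and 100% = 2 mM ZnCl2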
UBC9 SUMO inh – inhibitors of in vitro SUMOylation cascade, primary screen, biochemical, HTRF, uHTS. SUMO-conjugating enzyme UBC9 (Homo sapiens), P63279. HTRF SUMOylation assay, SAE1/SAE2 + UBC9. inhibition, % at 35 µM. actives 0.36% (n = 290,000); in the data active = inhibition above about 50%, passing the limit was not always enough; also: strong numbers were not always called active
Target sequence (P63279 whole entry, looked up): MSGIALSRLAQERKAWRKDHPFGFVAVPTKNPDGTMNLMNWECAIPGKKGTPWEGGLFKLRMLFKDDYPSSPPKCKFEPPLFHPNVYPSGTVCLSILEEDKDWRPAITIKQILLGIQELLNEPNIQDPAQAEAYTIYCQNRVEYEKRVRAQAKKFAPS
NALP1 inh – NALP1 inflammasome inhibitors in reconstituted yeast, colorimetric, S. cerevisiae, triplicate retest. S. cerevisiae NALP1/ASC/caspase-1 growth, X-gal OD620, 72 h. inhibition, % at 10 µM. actives 0.61% (n = 280,000); in the data active = inhibition mostly above about 24%, no sharp cut-off; inactive = mostly below about 32%; also: some compounds called inactive have numbers as strong as hits
MEKK2wt PB1 HTS – modulators of MEK5 binding to wildtype MEKK2, primary screen, biochemical, multiplex bead flow cytometry, Alexa488-MEK5; Alexa488-MEK5 binding to MEKK2 WT; actives lie on both sides; binding response (% of control), % at 10 µM; actives 1.1% (n = 290,000); AID 1531, 2009; in the data active = binding response below about 67% or above about 130%
DNA FID counter – compounds displacing fluorescent DNA intercalator, primary screen, artefact control for HCV NS3 helicase inhibitor project, biochemical, FID fluorescence; DNA fluorescent intercalator displacement; inhibition, % at 7.9 µM; actives 0.17% (n = 290,000); in the data active = inhibition above about 37%;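 also: 0% = vehicle and 100% = reference compound; higher means more ethidium bromide displaced from hairpin DNA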
* marks the source's active call; other numbers are inactive results; / = not tested or not shown; [ ] = dose if it differs, or a comment.

Each structure is followed by: VIM-2 inhibitor, NS3 helicase inh, IMP-1 inhibitor, MEKK2mut PB1 HTS, PfM18AAP inh, UBC9 SUMO inh, NALP1 inh, MEKK2wt PB1 HTS, DNA FID counter
- O=C(O)C1CC=CCC1C(=O)NNc1ccccc1 (stereo not drawn)
 : -0.2, -2, -0.9, -5, -10, 2, 2, 100, 0
- CCc1ccc(N2C(=O)c3sc4nnc(-c5ccccc5)c(=O)n4c3C2=O)cc1
 : -2.6, 0, -3.1, 4, 2, 28, -31, 102, 1
- Cc1cc(C#Cc2c(-c3ccccc3)n(C)c3ccccc23)ccc1F
 : 1.1, 13, -0.9, -4, -5, 18, -7, 95, -14
- COc1cccc(CNC(=O)C2CCCN2S(=O)(=O)c2ccc3c(c2)C(C)(C)C(=O)N3C)c1 (stereo not drawn)
 : -1.3, -23, -1.7, 3, -7, 11, 12, 105, -33
- Cc1nc2c3ccccc3n(Cc3ccccc3F)c2s1
 : -3.7, -4, -1.3, -2, 10, 5, -2, 95, -17
- CCCCC1CCC(C(=O)Nc2ccccc2)CC1 (stereo not drawn)
 : -1.9, -1, 0.0, 3, -2, 8, 26, 105, -3
- Cc1ccc(S(=O)(=O)N2CCOCC2)cc1C(=O)NC(=S)N1CC(C)OC(C)C1 (stereo not drawn)
 : -2.6, -3, -2.4, 0, 6, 1, -3, 100, -14
- CCC(CC)=C(C#N)C(=O)NC1CCCCC1
 : -3.2, -7, -0.5, -3, -3, -22, 11, 88, -2
- COc1cc(C=C(c2nc3ccccc3s2)c2nc3ccccc3s2)cc(OC)c1O
 : -0.8, 39*, -0.3, -2, 8, 6, /, 89, -8
- CCc1nnc(NC(=O)C2CC(=O)N(CCc3ccccc3)C2)s1 (stereo not drawn)
 : -3.8, 4, -3.9, 0, -16, 10, 22, 106, -13
- C(=N\C(/N=C/c1ccco1)c1ccco1)/c1ccco1
 : -2.1, 25, -0.1, 3, 16, 74, 39, 105, -4
- Cc1ccc(C(=O)Nc2ccc(NC(=O)c3cccs3)cc2)c(C)c1
 : 0.2, 1, -1.9, -6, 5, 25, 17, 97, -9
- CCCn1c(=O)[nH]c(=O)c2c1nc(-c1cccs1)n2CCOC
 : -1.5, 5, 0.0, -6, -10, 15, -12, 98, -6
- COc1cc(C(=O)Nc2ccccc2NC(=O)c2cc(OC)c(OC)c(OC)c2)cc(OC)c1OC
 : -0.2, -7, -2.8, 2, -14, 1, 11, 107, -33
- CC1CCN(S(=O)(=O)c2ccc(S(=O)(=O)NCC(=O)C(C)(C)C)cc2)CC1
 : -0.4, -6, 0.1, -22, 1, 8, 26, 32*[inhibitor], -1
- O=c1[nH]c2cc3c(cc2cc1CN(CCO)S(=O)(=O)c1ccccc1Cl)OCCO3
 : -1.6, 0, 0.5, 1, -9, 3, 6, 102, -16
- Cc1cc(NC(=O)CN2C(=O)CC(c3ccco3)Sc3ccccc32)no1 (stereo not drawn)
 : -0.1, 5, -1.9, 1, 18, -3, 17, 98, -17
- COc1cc2c(cc1OC)CN(C(=O)CCCOc1ccc(Cl)cc1Cl)CC2
 : -2.4, -8, 0.1, 2, -10, -19, 25, 106, -28
- O=C(CNc1cccc(Cl)c1)c1ccc(Cl)cc1
 : 1.0, 0, -1.9, 2, -2, 30, 9, 100, 2
- Cc1cc(C(=O)N/N=C/c2ccc(-c3ccc(C)c(Cl)c3)o2)n[nH]1
 : -1.8, -2, -3.4, -20, 4, 58*, 16, 87, -1
- Nc1nc(-c2cccnc2)nc(N2CCCCC2)n1
 : -3.1, 0, -5.8, -7, -4, 4, -7, 92, -4
- COc1ccc(-c2c(C)c3cc(O)ccc3oc2=O)cc1
 : 2.2, 2, -3.2, 2, 0, 1, -10, 105, -17
- CCN(CC)C(=O)C1CCCN(c2ccccc2[N+](=O)[O-])C1 (stereo not drawn)
 : 0.1, -15, -1.2, -12, -3, 15, -9, 66, -10
- CC(C)(C)Nc1nc(-c2ccc3c(c2)CCN3C(=O)C2CC2)cs1
 : -0.7, 2, -2.4, 2, 10, 0, 9, 97, -31
- CCCNC(=O)c1ccc(S(N)(=O)=O)cc1
 : 1.5, -5, 0.3, 7, -13, 18, 17, 91, -3
- COc1ccc(CNC(=O)[C@H](C)NC(=O)C2CCN(C(=O)[C@H](CCSC)NC(=O)OC(C)(C)C)CC2)cc1
 : -2.5, -3, -1.6, 0, 1, 8, 1, 102, -42
- O=S(=O)(c1ccc(NC(=S)NCCc2ccccc2)cc1)N1CCOCC1
 : -0.2, 2, -3.9, -1, -7, -13, 29, 103, -7
- CCCS(=O)(=O)N1CCC(C(=O)NCCc2ccc(C)cc2)CC1
 : -3.5, 4, -3.2, -3, -8, -2, 33, 96, -4
- CCCn1nnc(NC(=O)c2ccc(-c3cc(Cl)ccc3Cl)o2)n1
 : 1.1, 0, -2.9, -4, 2, 12, -2, 101, -6
- COc1ccc(Br)cc1S(=O)(=O)N1CCN=C1C
 : 1.9, -3, -5.2, 0, 10, 5, 3, 104, 0
- O=C(Cn1cc2c(n1)CCCC2)NC1CCN(Cc2ccccc2)CC1
 : 2.5, 7, -4.8, 7, 0, 3, -11, 104, 5
- Cc1ccc(C(=O)N(CC(=O)Nc2ccc(Cl)c(Cl)c2)Cc2ccco2)cc1
 : -2.3, -7, -1.8, -1, -4, 10, 18, 104, 0
- O=C(CN(CC1CCCO1)C(=O)Cn1nnc(-c2ccc(F)cc2)n1)NC1CCCCC1 (stereo not drawn)
 : -3.1, 8, -1.4, 0, -4, 5, -6, 99, -21
- CCOc1ccc(N2CC(C(=O)N/N=C/c3sccc3C)CC2=O)cc1 (stereo not drawn)
 : -4.2, -11, -3.9, 7, 8, -4, -38, 107, -33
- CS(=O)(=O)N(CC(=O)N/N=C/c1cccc2c1OCCO2)c1ccccc1Br
 : -0.5, -6, -1.0, 6, -7, 24, -7, 109, -25
- N/C(=N\OC(=O)COc1ccccc1)c1ccc(Cl)cc1
 : 3.5, 16, 0.7, 7, -7, -23, 8, 104, 1
- CCOC(=O)CSc1nnc2cc(C)c3ccccc3n12
 : 5.6, -2, -4.0, 3, -3, 9, -47, 106, -9
- CCn1cc(C(=O)NCCCN2CCC(C)CC2)c2cc(OC)c(OC)cc2c1=O
 : 0.6, -4, -0.4, 12, -10, 11, -2, 111, 12
- CN(CCCC1CCCC1)C(=O)c1cc(COc2ccc(F)cc2F)on1
 : -2.2, -12, -2.8, 0, -4, -20, -4, 96, -23
- O=C1c2cccc3cccc(c23)C(=O)N1CCN1CCN(CC(O)COCc2ccc(Cl)cc2)CC1 (stereo not drawn)
 : 0.8, -42, -2.8, 3, -1, 8, 16, 112, 12
- CCOC(=O)c1c(NC(=O)Cn2nnc(-c3ccc(Cl)cc3)n2)sc(CC)c1C
 : -5.6, 2, -2.6, 4, 1, 1, 2, 100, -4
- [N-]=[N+]=CC(=O)c1ccnc(C(=O)C=[N+]=[N-])c1
 : -3.3, 5, -4.4, 6, -4, -1, -9, 107, -9
- CCOc1ccccc1NC(=O)c1cnc2n(c1=O)CCS2
 : -0.1, 6, -3.4, 0, 1, -5, 8, 99, 0
- CCOCCCNC(=S)NCCCNc1nc2ccc(C)cc2cc1C#N
 : -2.0, -25, 1.3, -6, 1, 6, 1, 95, 4
- CCOC(=O)c1cc2oc(C(c3nnnn3C3CCCCC3)N3CCOCC3)cc2[nH]1 (stereo not drawn)
 : -8.2, -6, -5.3, 0, 12, 19, -14, 97, -36
- COc1ccc(C(=O)N/C(=C\c2cn(S(=O)(=O)N(C)C)c3ccccc23)C(=O)N2CCOCC2)cc1
 : -5.6, 3, -1.4, 2, 6, 11, -3, 98, -41
- C=CCN(CC=C)C(=S)Nc1cc(Cl)ccc1OC
 : -2.0, 6, -1.6, 5, 4, 10, -2, 98, -1
- Cn1c(CC(=O)Nc2ccccc2C(F)(F)F)c(Sc2ccccc2)c2ccccc21
 : -0.2, -10, -3.4, -1, 4, -4, 22, 95, 2
- c1ccc(CNc2nc(NCc3ccccc3)c3ccccc3n2)cc1
 : -2.9, -39, -1.0, 140*, 0, -10, 18, 262*, 22
- COc1cc(C(=O)N/C(=C\c2cn(S(=O)(=O)N(C)C)c3ccccc23)C(=O)NCCCO)cc(OC)c1OC
 : -4.0, 6, -4.5, -2, -12, 1, 0, 99, -26
- CCn1c(=O)c2cc(S(=O)(=O)NC3CCCCC3)ccc2n(CC)c1=O
 : -0.4, -4, 0.4, 3, -6, 5, 14, 104, -23
- Cc1cc(-c2nnc(CCC(=O)N(CC3CCC3)CC3CCCO3)o2)no1 (stereo not drawn)
 : 1.5, 1, -0.2, -6, -4, 7, 5, 95, -19
- NS(=O)(=O)c1ccc(NC(=O)COC(=O)CCc2ccccc2)cc1
 : -1.9, 7, -3.2, 6, 2, -3, 11, 107, -3
- CCOCCCNC(=O)C(NC(=O)c1ccc(NC(C)=O)cc1)c1ccc(OC)cc1 (stereo not drawn)
 : -3.5, -2, -0.3, -1, 10, -9, 20, 97, -16

Two compounds picked at random from those above:
Each structure is followed by: VIM-2 inhibitor, NS3 helicase inh, IMP-1 inhibitor, MEKK2mut PB1 HTS, PfM18AAP inh, UBC9 SUMO inh, NALP1 inh, MEKK2wt PB1 HTS, DNA FID counter
- CCn1c(=O)c2cc(S(=O)(=O)NC3CCCCC3)ccc2n(CC)c1=O
 : -0.4, -4, 0.4, 3, -6, 5, 14, 104, -23
- O=C(CNc1cccc(Cl)c1)c1ccc(Cl)cc1
 : 1.0, 0, -1.9, 2, -2, 30, 9, 100, 2

Some of the entries so far, with bars between the fields.
molecule | VIM-2 inhibitor | NS3 helicase inh | IMP-1 inhibitor | MEKK2mut PB1 HTS | PfM18AAP inh | UBC9 SUMO inh | NALP1 inh | MEKK2wt PB1 HTS | DNA FID counter
[N-]=[N+]=CC(=O)c1ccnc(C(=O)C=[N+]=[N-])c1 | -3.3 | 5 | -4.4 | 6 | -4 | -1 | -9 | 107 | -9
CCOc1ccccc1NC(=O)c1cnc2n(c1=O)CCS2 | -0.1 | 6 | -3.4 | 0 | 1 | -5 | 8 | 99 | 0
